CHRM1 agonist: human M1 muscarinic receptor agonists, primary screen, Fluo-8 calcium fluorescence, CHO-K1 cells, HTS. CHO-K1 hM1, agonist mode; 0% DMSO, 100% acetylcholine EC100. activation, % at 3 µM. hit rate 0.33% among 360,000;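 active = activation above the run's mean compound activation plus 3 SD, cut at about 16% in these data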;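 note: peak over basal fluorescence ratio within a 140 s kinetic read after compound addition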
Target sequence (P11229 whole entry, looked up): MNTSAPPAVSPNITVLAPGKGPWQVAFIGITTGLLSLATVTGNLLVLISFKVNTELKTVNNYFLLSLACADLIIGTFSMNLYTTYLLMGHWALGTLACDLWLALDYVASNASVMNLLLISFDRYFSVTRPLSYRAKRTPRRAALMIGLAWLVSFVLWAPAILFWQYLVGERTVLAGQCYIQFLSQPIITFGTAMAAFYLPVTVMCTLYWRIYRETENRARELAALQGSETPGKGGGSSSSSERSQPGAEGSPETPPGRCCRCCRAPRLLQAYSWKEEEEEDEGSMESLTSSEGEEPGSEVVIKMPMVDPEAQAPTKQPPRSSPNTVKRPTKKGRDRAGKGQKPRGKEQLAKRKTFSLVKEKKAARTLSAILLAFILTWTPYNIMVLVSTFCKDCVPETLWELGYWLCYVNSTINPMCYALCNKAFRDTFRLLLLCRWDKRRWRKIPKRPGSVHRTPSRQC
CHRM1 antagonist: human M1 muscarinic receptor antagonists, primary screen, CHO-K1 cells, Fluo-8 calcium fluorescence, 1536-well | Muscarinic acetylcholine receptor M1 (Homo sapiens), P11229 | CHO-K1 hM1, ACh EC80 antagonist | inhibition, % at 3 µM | hit rate 1.3% among 360,000;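 active = percent inhibition above its own plate's cutoff, namely the mean of that plate's compound wells plus 3 SD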;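 note: peak over basal fluorescence ratio during 140 s after agonist addition; 0% = ACh EC80 plus DMSO and 100% = DMSO alone without agonist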
CHO-K1 Ca ag: counter-screen for M1 agonists: effect in parental CHO-K1 cells. Fluo-8 calcium fluorescence; scaled to maximal ATP response, vehicle zero. activation, % at 3 µM. hit rate 0.48% among 360,000. AID 602248, 2012; in the data active = activation above about 15%;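 note: untransfected CHO-K1 host cells lacking M1 receptor as counterscreen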
CHO-K1 Ca PAM: nonselective calcium activators in parental CHO-K1 cells, primary screen, counter-screen for M1 PAM project, cell-based, Fluo-8 calcium fluorescence, full deck, 1536-well; hit rate 0.02% among 360,000; activation, % at 3 µM; ATP EC20; 0% at ATP EC20, 100% at ATP max;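 active = activation above the run cutoff, the mean activation of all test compounds plus 3 SD, cut at about 40% in these data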;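 note: peak over basal fluorescence ratio in a 140 s read after ATP addition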
TAAR1 antagonist: human TAAR1 antagonists, primary screen, Fluo-8 calcium fluorescence, CHO RD-HGA16 cells | antagonist | inhibition, % at 3 µM | hit rate 1.5% among 360,000 | AID 624466, 2012;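 active = inhibition above a per-plate cutoff, the mean inhibition of test compounds on that plate plus 3 SD, cut at about 49% in these data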;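 note: 0% = DMSO plus EC80 beta-PEA response and 100% = DMSO alone without agonist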
Target sequence (Q96RJ0 whole entry, looked up): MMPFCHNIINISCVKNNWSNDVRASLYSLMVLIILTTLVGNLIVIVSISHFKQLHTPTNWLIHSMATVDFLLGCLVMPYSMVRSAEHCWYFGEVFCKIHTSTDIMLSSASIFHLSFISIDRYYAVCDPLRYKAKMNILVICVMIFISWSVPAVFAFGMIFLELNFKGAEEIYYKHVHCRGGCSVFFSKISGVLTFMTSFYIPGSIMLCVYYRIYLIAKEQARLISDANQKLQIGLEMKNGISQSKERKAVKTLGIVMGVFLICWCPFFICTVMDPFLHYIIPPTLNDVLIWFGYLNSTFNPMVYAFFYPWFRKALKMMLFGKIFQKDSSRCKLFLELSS
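Material: CHO RD-HGA16 cells bearing hTAAR1; compound dosing: one-point dosing, 3 µM nominal final; schedule: dye loading 75 min at 37 °C, then 30 min room temperature; measured by: calcium fluorescence with Fluo-8; control set: vehicle and agonist controls; replication: n of 1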
CHRM1 PAM: human M1 muscarinic receptor positive allosteric modulators, primary screen, CHO-K1 cells, Fluo-8 calcium fluorescence, 1536-well. CHO-K1 hM1, ACh EC20; 0% = ACh EC20, 100% = maximal ACh. hit rate 0.088% among 360,000. activation, % at 3 µM. AID 588819, 2011; in the data active = activation above about 19%, passing the limit was not always enough
CHO parental Ca: ATP-evoked calcium signal inhibitors, parental CHO, primary screen, counter-screen for OX1R antagonist project, cell-based, fluorescence, Fluo-8 calcium dye. parental CHO-K1, ATP-induced calcium, Fluo-8 fluorescence. inhibition, % at 5.6 µM. hit rate 0.63% among 330,000;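 active = inhibition above that plate's mean sample inhibition plus 3 SD, cut at about 26% in these data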;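 note: 0% = ATP-challenged DMSO wells and 100% = DMSO wells without ATP; some compounds past the cut are filed as inactive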
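Test system: untransfected parental CHO cell line. Compound: one dose, 5.6 µM nominal. Detection: intracellular calcium via Fluo-8 no-wash fluorescent dye. Measure: % inhibition. Benchmarks: ATP-challenged DMSO wells low, unchallenged DMSO wells high.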
CHO-K1 Ca antag: counter-screen for M1 antagonists: effect in parental CHO-K1 cells. inhibition, % at 3 µM. ATP-induced calcium, Fluo-8 fluorescence. AID 602250. hit rate 0.6% among 360,000;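 active = inhibition above a per-plate cutoff, the plate's mean sample inhibition plus 3 SD, cut at about 24% in these data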;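 note: 0% = DMSO plus EC80 ATP and 100% = DMSO alone without ATP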
TAAR1 agonist: human TAAR1 agonists, primary screen, Fluo-8 calcium fluorescence, CHO RD-HGA16 cells. vehicle wells 0%, saturating PEA agonist 100%. activation, % at 3 µM. hit rate 0.99% among 360,000. AID 624467, 2012;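 active = activation above the mean activation of all test compounds in the run plus 3 SD, cut at about 38% in these data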
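test system = CHO RD-HGA16 cells carrying human TAAR1 plus Gα16 | schedule = 17-24 h seeding, 75 min 37 °C dye, 30 min RT | compound dosing = 3 µM single concentration | control set = DMSO and PEA EC100 | replicates = n 1 | signal = Fluo-8 fluorescence, 5 s baseline then 140 s kinetic read | measure = percent activation vs PEA EC100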
Numbers without * were called inactive; nt = not tested or not shown.

SMILES	CHRM1 agonist	CHRM1 antagonist	CHO-K1 Ca ag	CHO-K1 Ca PAM	TAAR1 antagonist	CHRM1 PAM	CHO parental Ca	CHO-K1 Ca antag	TAAR1 agonist
CC(=O)Nc1ccc(NC(=O)C(C)OC(=O)CC2CCCCC2)cc1 (stereo not given)	-2	-12	1.0	1	11	8	-13	-3	3
CCNc1nc(NCC)nc(N(C)/N=C/c2ccco2)n1	-5	7	4.2	-10	2	-5	-16	7	0
CN(CC(=O)Nc1ccc([N+](=O)[O-])cc1Br)Cc1c(F)cccc1Cl	-6	21	1.4	13	6	-12	10	-7	0
CCN(CC)c1c(-c2ccccc2)c2cc(C)ccc2[nH]c1=O	0	-12	0.9	12	-14	6	-25	-11	-1
COc1ccc(Cl)cc1N(CC(=O)NC1CC2CCC1C2)S(=O)(=O)c1ccccc1 (stereo not given)	-4	-5	0.8	-12	-6	1	-16	9	0
C#CCOCCOCCOCCNc1nc(N2CCN(C(=O)Cn3cc(CCCCN)nn3)CC2)nc(N2CCN(C(=O)Cn3cc(CC(C)O)nn3)CC2)n1 (stereo not given)	-7	3	0.7	10	2	4	-15	-9	12
Cc1cc(C)nc(N2CCC(C(=O)NCc3ccccc3F)CC2)n1	-3	-8	-0.4	6	-7	3	3	-17	0
CC(C)CN1C(=O)c2ccc(C(=O)Nc3ccc(OCC(=O)O)cc3)cc2C1=O	-1	-12	0.0	-4	3	5	-1	0	-2
COc1ccccc1NC(=O)Nc1nn(C)c2cccc(N(C)C)c12	-5	-3	2.5	17	30	-4	-11	-11	3
CC(NC(=O)C1CCN(S(=O)(=O)c2cccc3cccnc23)CC1)c1ccccc1 (stereo not given)	-1	-5	2.3	14	3	3	0	-5	8
Nc1ncc(Br)cc1S(=O)(=O)NCCC(=O)NCCc1ccc(Cl)cc1	0	19	14	1	0	-12	-22	-11	8
COc1ccc(C)cc1NC(=O)C(NCC1CCCO1)c1ccccc1 (stereo not given)	-5	-1	0.3	-5	-1	5	-18	10	4
COc1ccccc1/C=C1\SC(=S)N(C(C(=O)O)c2ccccc2)C1=O (stereo not given)	-2	-12	-0.1	4	-10	5	-6	-4	0
CC(OC(=O)c1nsc(Cl)c1Cl)C(=O)NCc1ccc2c(c1)OCO2 (stereo not given)	-5	-8	2.3	4	-6	6	-1	-32	11
Cn1nc(C(C)(C)C)cc1C(=O)N1CCCCC1c1cc(C(=O)Nc2cccc3c2CCCC3)no1 (stereo not given)	-6	10	1.1	11	24	-7	nt	-6	5
CC(=O)NC12CC3CC(C1)CC(C(=O)OCC(=O)Nc1c(F)cccc1F)(C3)C2	-3	1	0.8	-4	7	4	-6	-3	2
Cc1ccc(OCCCC(=O)N(C)CC(=O)Nc2c(C)cccc2C)cc1	-1	-18	0.8	16	-19	12	nt	-14	1
O=S(=O)(O)c1ccc(SCc2ccccc2)nc1	-3	-3	0.5	19	-11	0	-10	-12	0
Cc1cccc(NC(=S)NCc2ccco2)n1	5	-8	17*	11	-5	11	-18	2	4
COc1ccc(S(=O)(=O)Nc2cccc3c2O[C@H](CN(C)CC2CC2)[C@@H](C)CN([C@H](C)CO)C3=O)cc1	8	7	-0.5	-11	11	10	-9	5	0
COCCCn1c(=NC(C)=O)c(C#N)cc2c(=O)n3cccc(C)c3nc21	-2	-24	1.3	15	-35	11	-22	-3	-1
Cn1nc([N+](=O)[O-])nc1Oc1ccccc1N	-2	-12	0.3	20	-7	18	-1	-18	4
CCC(=O)c1ccc(NC(C)=O)cc1O	0	-11	-0.3	-8	-1	11	-4	3	1
Brc1ccc(CNCC2CCCO2)cc1 (stereo not given)	-8	-2	0.1	3	-12	4	-1	0	0
C[C@H](CO)N1C[C@H](C)[C@@H](CN(C)Cc2ccc(Cl)c(Cl)c2)Oc2c(NS(=O)(=O)c3cccs3)cccc2C1=O	3	-18	1.1	5	-5	18	-28	-12	9
Other records follow.
SMILES	CHRM1 agonist	CHRM1 antagonist	CHO-K1 Ca ag	CHO-K1 Ca PAM	TAAR1 antagonist	CHRM1 PAM	CHO parental Ca	CHO-K1 Ca antag	TAAR1 agonist
CC(=O)NC(C)c1ccc(C(=O)CSc2nnc(C3CC3)n2C2CC2)cc1 (stereo not given)	-4	-13	-0.5	2	-2	15	-7	-14	10
COc1ccc(NS(=O)(=O)c2cccc(NC(=O)CCC(=O)c3ccc(Cl)cc3)c2)cc1	-4	14	9.9	5	-10	-3	8	3	11
COc1ccc(CC2(C)OC(c3ccncc3)=NN2C(C)=O)cc1 (stereo not given)	-5	18	4.1	-11	-9	-8	-29	-2	-1
Cc1ccc(Cn2nnc3c(=O)[nH]c(C4CCN(S(=O)(=O)/C=C/c5ccccc5)CC4)nc32)cc1	0	-16	2.2	20	-9	10	-11	-19	2
COc1cccc(N2C(=O)C3CCCN3C2c2ccc(N(C)C)cc2)c1 (stereo not given)	-8	-3	-0.2	13	-9	0	-10	-3	0
CCOc1ccc(C(=O)N(Cc2ccccc2)c2cccc(C)c2)cc1OC	-6	-4	-0.3	16	-29	7	2	-4	1
CN(Cc1nccs1)C(=O)c1ccc(OC2CCN(Cc3ccccn3)CC2)cc1	-5	-4	1.3	14	3	2	23	-13	1
CCOC(CNc1cc(C)nc2c(-c3ccccc3OC)c(C)nn12)OCC	-6	-7	0.0	-1	-1	3	-15	-4	6
C=CCN1C(=O)CN=C1Nc1ccccc1	-2	1	-0.1	2	6	2	2	-6	3
NC(=S)NNC(=O)Nc1cccc(Cl)c1	-6	-12	0.0	10	2	8	-9	0	7
Nn1c(SCC(=O)Nc2ccc(Oc3ccccc3)cc2)nnc1C1CC1	-4	2	1.7	19	-4	-2	-8	-16	2
O=C(O)CSCC(=O)N1CCN(c2nc3cc(Cl)ccc3s2)CC1	-3	-3	1.5	10	-29	3	-5	-8	11
N#Cc1ccc(C(=O)N2CCCCC2c2cc(C(=O)Nc3cccc(C#N)c3)no2)cc1 (stereo not given)	1	-9	3.4	6	12	-1	nt	-6	11
COc1ccccc1C(=O)c1cc2ccc(O)cc2oc1=O	-1	-5	0.4	-14	11	8	-2	5	5
CC1(Cc2cc(Cl)ccc2C(F)(F)F)C(=O)Nc2ccc(OC(F)(F)F)cc21 (stereo not given)	-2	-11	-0.5	10	nt	5	nt	4	nt
O=C(Cn1ncc2c([nH]c3ccccc32)c1=O)Nc1cccnc1	-2	-2	0.2	-3	-22	1	-9	-3	2
Cc1cc(C(=O)N2CCCC(CO)(Cc3ccc(F)cc3F)C2)nn1C (stereo not given)	-3	-4	2.9	11	6	4	nt	1	3
COC(=O)CC1=C(C(=O)OC)C(c2cc(OC)c(OC)cc2OC)C(C#N)=C(N)O1 (stereo not given)	-2	6	1.4	6	-8	-1	-7	-3	3
COc1ccnc(NCc2cccnc2)c1C#N	-5	-11	0.9	16	-16	11	-9	-10	8
CCOC(=O)c1c(C)[nH]c(C)c1S(=O)(=O)N1CCN(C(=O)c2ccco2)CC1	-2	-6	0.3	24	-4	3	-1	-1	3
O=C(CCNS(=O)(=O)c1ccc(Br)cc1)N1CCCCCCC1	-1	-3	0.4	-3	-20	9	-15	5	3
O=C(O)c1sccc1SCc1ccc(Cl)c(Cl)c1	1	-4	1.9	8	9	7	3	1	1
CN1CCN(CCCNC(=O)c2ccc3c(c2)N(Cc2ccc(F)cc2)CCS3)CC1	-6	3	1.0	4	-12	-3	-26	-8	14
O=C1C2C3C=CC(C3)C2C(=O)N1Cc1cccnc1 (stereo not given)	1	-12	-0.7	13	-10	8	-1	-5	13
Cc1cc(-c2cc(NC=O)c3ncc(-c4cccc(C(=O)NCCN(C)C)c4)n3c2)cc(C)c1O	-9	-16	-0.1	22	-6	7	nt	-7	1
The list continues:
SMILES	CHRM1 agonist	CHRM1 antagonist	CHO-K1 Ca ag	CHO-K1 Ca PAM	TAAR1 antagonist	CHRM1 PAM	CHO parental Ca	CHO-K1 Ca antag	TAAR1 agonist
C=CCn1c(SCc2c(C)noc2C)nc2sc3c(c2c1=O)CCCC3	-11	8	-0.1	10	-18	-8	-26	-19	10
CCS(=O)(=O)NCC(c1ccco1)N1CCN(c2ccc(F)cc2)CC1 (stereo not given)	-4	-13	1.2	13	-6	11	-2	-8	3
CN(Cc1ccccc1)C(=O)[C@@H]1CCCN1C(=O)[C@@H]1CCCN1C(=O)c1cccc2ccccc12	nt	nt	1.3	17	5	nt	nt	-25	0
Oc1ccccc1C1Nc2cccc3cccc(c23)N1	-4	-8	0.2	21	-21	7	6	-5	0
CCc1nnc(NC(=O)CSc2nnc(-c3c[nH]c4ccccc34)n2CCOC)s1	-4	-13	-0.2	8	-18	11	-12	-14	5
Cc1ccccc1/C=N/NC(=O)Cc1ccc(Cl)cc1	-8	-13	0.8	-2	2	8	-7	4	5
COc1cc2c(cc1C1NC(=S)NC(C)=C1C(N)=O)CCCC2 (stereo not given)	-6	-10	0.7	23	-1	10	-14	-4	4
COc1ccc(N2CCN(C(=O)Nc3ccccc3C)CC2)cc1	-1	-5	1.9	23	-3	2	1	-5	1
COc1ccccc1OCCCCOc1ccccc1C(C)=O	-5	13	12	7	46	-16	-9	5	4
CCOC(=O)c1ccccc1NC(=O)CN(c1ccccc1C)S(C)(=O)=O	-3	-4	-0.1	-5	-5	8	-8	30*	13
O=[N+]([O-])c1ccc(SCc2c(F)cccc2Cl)nc1	-3	-11	0.1	-30	4	11	-11	19	-2
COc1cccc(C2CC(=O)C3=C(C2)Nc2ccccc2N(C(=O)CCC(=O)O)C3c2ccc(F)cc2)c1 (stereo not given)	-2	-8	0.3	1	-24	4	99*	-21	3
Clc1cc2cccnc2c2ccccc12	-5	-4	0.0	5	-25	11	1	1	-1
CC1CCC(C(=O)c2c(O)c3ccccc3oc2=O)CC1 (stereo not given)	-2	-1	-0.1	9	2	2	-3	3	15
Cc1ccc(NC(=O)N2CCN(c3ccccn3)CC2)cc1	-7	0	0.5	8	-3	1	-1	-7	5
CC1CCN(c2ccc3nnc(CCC(=O)NC(C)C)n3n2)CC1	-9	-3	-0.6	5	-3	5	-15	-8	-1

An excerpt of these results, with values under each structure.
Below each compound: CHRM1 agonist, CHRM1 antagonist, CHO-K1 Ca ag, CHO-K1 Ca PAM, TAAR1 antagonist, CHRM1 PAM, CHO parental Ca, CHO-K1 Ca antag, TAAR1 agonist
- O=[N+]([O-])c1ccc(SCc2c(F)cccc2Cl)nc1
→ -3, -11, 0.1, -30, 4, 11, -11, 19, -2
- COc1cccc(C2CC(=O)C3=C(C2)Nc2ccccc2N(C(=O)CCC(=O)O)C3c2ccc(F)cc2)c1 (stereo not given)
→ -2, -8, 0.3, 1, -24, 4, 99*, -21, 3
- Clc1cc2cccnc2c2ccccc12
→ -5, -4, 0.0, 5, -25, 11, 1, 1, -1
